Bioassay records from PubChem.
ANO1 activ: activates or potentiates the mouse TMEM16A chloride channel; Q8BHY3; HEK293 TMEM16A/YFP-H148Q/I152L, iodide quench fluorescence; stronger effect = lower value; B-score at 10 µM; 340,000 compounds, 0.3% hits; AID 623877;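 active = fluorescence-ratio B-score plate-corrected deviation score at least 3 library SD below zero, with starting fluorescence score within 5 deviations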;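 note: channel opened by trigger with iodide after compound preincubation; score built on the fluorescence ratio of max minus min over baseline; more negative score means more quench and so TMEM16A activation or potentiation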
Target sequence (Q8BHY3 whole entry, looked up): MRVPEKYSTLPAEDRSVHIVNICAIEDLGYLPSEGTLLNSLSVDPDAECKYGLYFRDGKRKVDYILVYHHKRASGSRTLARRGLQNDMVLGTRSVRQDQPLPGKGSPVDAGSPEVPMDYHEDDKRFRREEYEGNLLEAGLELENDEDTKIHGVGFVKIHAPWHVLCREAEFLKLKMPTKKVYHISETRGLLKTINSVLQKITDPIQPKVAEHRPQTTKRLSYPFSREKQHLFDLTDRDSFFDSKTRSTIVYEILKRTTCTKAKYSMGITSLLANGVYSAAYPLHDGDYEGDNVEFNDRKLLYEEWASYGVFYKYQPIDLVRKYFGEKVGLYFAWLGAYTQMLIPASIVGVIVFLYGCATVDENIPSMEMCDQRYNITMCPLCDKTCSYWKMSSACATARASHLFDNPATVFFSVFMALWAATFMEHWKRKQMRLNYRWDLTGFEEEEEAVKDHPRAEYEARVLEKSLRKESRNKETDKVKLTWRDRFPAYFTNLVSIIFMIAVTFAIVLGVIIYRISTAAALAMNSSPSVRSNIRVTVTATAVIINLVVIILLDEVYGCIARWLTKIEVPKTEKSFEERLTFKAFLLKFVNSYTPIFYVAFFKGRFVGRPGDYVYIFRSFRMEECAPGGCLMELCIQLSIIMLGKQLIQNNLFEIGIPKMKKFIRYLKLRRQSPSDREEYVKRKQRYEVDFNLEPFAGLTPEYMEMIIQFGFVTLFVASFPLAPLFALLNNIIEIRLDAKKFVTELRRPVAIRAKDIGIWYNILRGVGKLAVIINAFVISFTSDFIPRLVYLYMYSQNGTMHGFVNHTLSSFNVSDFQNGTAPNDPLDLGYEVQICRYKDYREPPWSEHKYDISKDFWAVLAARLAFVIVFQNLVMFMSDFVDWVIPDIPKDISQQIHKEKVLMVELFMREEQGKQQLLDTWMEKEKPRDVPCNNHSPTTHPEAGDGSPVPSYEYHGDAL
The depositor's hits bear a star; i = inactive.

cpd	smiles	ANO1 activ
1	C[C@H]1COC(=O)[C@@H](NC(=O)OCC2c3ccccc3-c3ccccc32)C/C=C\C[C@H](CC(=O)NCCO)C(=O)N1	i
2	COc1ccccc1N(CCOc1ccccc1)S(=O)(=O)c1ccccc1	i
3	Cc1c[n+]([O-])ccc1[N+](=O)[O-]	i
4	Clc1cccc(-c2ccc3ncnc(NCc4cccnc4)c3c2)c1	i
5	Oc1c(CN2CCCCC2)ccc2cccnc12	i
6	CCN(CC(=O)NCc1cccs1)C(=O)c1ccc(-c2ccc(F)cc2)o1	i
7	CCCc1cc(=O)[nH]c(SC(C)C(=O)Nc2ccc3c(c2)OCCO3)n1 (centres undefined)	i
8	O=S(=O)(Nc1cc(Cl)ccc1N1CCOCC1)c1ccccc1Cl	i
9	CCC(CO)Oc1cc(NCc2ccccc2Cl)c2ncn(C(C)C)c2c1 (centres undefined)	i
10	CCc1ccc(OCC(=O)OCC(=O)NC2CCCC(C)C2C)cc1 (centres undefined)	i
11	CCCCN(C(=O)Cc1ccc(S(=O)(=O)N2CCOCC2)s1)c1c(N)n(CC(C)C)c(=O)[nH]c1=O	i
12	Cc1nnc(NS(=O)(=O)c2ccc(F)cc2)s1	i
13	CCOC(=O)N1CCN(C(=O)c2ccc(S(=O)(=O)Nc3ccc(C)cc3)cc2)CC1	i
14	COc1cccc(NC(=O)CN2C(=O)NC(C)(C3CC3)C2=O)c1 (centres undefined)	i
15	COc1cc(OC)cc(-c2c(-c3cccs3)c3cc(-c4cnc(OC)nc4)ccc3n2C)c1	i
16	Cc1ccc(OCC(=O)Nc2ccc(Cl)cc2)c([N+](=O)[O-])n1	i
17	COc1cc(OC)cc(-c2c(-c3cccs3)c3cc(-c4ccc5cc[nH]c5c4)ccc3n2C)c1	i
18	CCN(CC(=O)Nc1ccc2c(c1)OCCO2)C(=O)c1ccccc1Br	i
19	COc1ccc(/C=C/C(=O)OCC(=O)c2ccccc2F)cc1	i
20	CCC(=O)NC(C)c1cc(Cl)c2cccnc2c1O (centres undefined)	i

Five records picked at random from those above, as already listed:
cpd	smiles	ANO1 activ
14	COc1cccc(NC(=O)CN2C(=O)NC(C)(C3CC3)C2=O)c1 (centres undefined)	i
12	Cc1nnc(NS(=O)(=O)c2ccc(F)cc2)s1	i
19	COc1ccc(/C=C/C(=O)OCC(=O)c2ccccc2F)cc1	i
15	COc1cc(OC)cc(-c2c(-c3cccs3)c3cc(-c4cnc(OC)nc4)ccc3n2C)c1	i
11	CCCCN(C(=O)Cc1ccc(S(=O)(=O)N2CCOCC2)s1)c1c(N)n(CC(C)C)c(=O)[nH]c1=O	i

Following part.
cpd	smiles	ANO1 activ
21	COc1ccccc1CNc1nc(-c2cc(C)n(C)c2C)cs1	i
22	O=C(OCc1ccccc1)N(CCCCN(CCCNCc1ccccc1)C(=O)OCc1ccccc1)CCCNCc1ccccc1	-5.4*
23	Cc1nnc(SCC(=O)NC2CCCC2)n1-c1ccccc1	i
24	O=C1CCC[C@@H]2[C@H](Cc3ccccc3)[C@@H](O)C[C@@H]3CCN1[C@@H]32	i
25	CCOc1ccc(N(C)S(=O)(=O)c2ccc(C)c(C(=O)NCc3ccccc3OC)c2)cc1	i
26	O=C(CSc1ccccc1)NCC(c1ccco1)N1CCCCC1 (centres undefined)	i
27	COc1ccccc1NS(=O)(=O)c1ccc(C(=O)N2CCCCCC2)cc1	i
28	O=C(CC1CCCC1)Nc1ccc(Cl)c(S(=O)(=O)N2CCOCC2)c1	i
29	CCOC(=O)C1=CNS(=O)(=O)NC1c1ccc(C(F)(F)F)cc1 (centres undefined)	i
30	C[C@H](CO)N1C[C@H](C)[C@H](CN(C)Cc2ccc(Oc3ccccc3)cc2)Oc2ccc(NC(=O)Nc3cccc4ccccc34)cc2CC1=O	i
31	C=CCC[C@H](Cc1ccc(F)cc1)C(=O)OC[C@@H](NC(=O)[C@@H](CC=C)CC(=O)N(CCO)Cc1ccccc1)C(C)(C)C	i
32	C[C@H](NC(=O)c1nc[nH]c1C(=O)NCc1ccc(CNC(=O)OC(C)(C)C)cc1)c1ccccc1	i
33	O=C(Nc1cc(C(F)(F)F)ccc1N1CCOCC1)C1CCCO1 (centres undefined)	i
34	CCOC(=O)CCC(=O)Nc1ncnc2c1C(c1ccccc1)c1c(ccc3ccccc13)O2 (centres undefined)	i
35	Cc1ccc(NC(=O)CN(C)CC(=O)N(CC(C)C)c2c(N)n(CC(C)C)c(=O)[nH]c2=O)c(C)c1	i
36	NC(=O)Nc1ccc(C(=O)OCC(=O)N2CCCC2=O)cc1	i
37	COc1cc(C(C)=O)ccc1OCC(=O)Nc1cc(C)on1	i
38	COc1ccc(Cl)cc1NC(=O)CN(C)C(=O)C1COc2ccccc2O1 (centres undefined)	i
39	Nc1ccn(C2CCCCO2)c(=O)n1 (centres undefined)	i
40	O=C(CC(=O)c1cccs1)c1ccncc1	i
41	O=C1OC[C@@H]2CCCN2C(=O)[C@H](CC(=O)N(CCO)Cc2ccccc2)C/C=C\C[C@H]1Cc1ccc(F)cc1	i
42	CC(C)Cn1c(SCC(=O)Nc2cccnc2Cl)nnc1-c1ccco1	i
43	CCCC(C(=O)NNC(=O)c1ccncc1)c1ccccc1 (centres undefined)	i
44	Cc1ccsc1C(=O)OCC(=O)NC1CCCCC1C (centres undefined)	i
45	CC(=O)Nc1ccc(S(=O)(=O)NCC(=O)OCC(=O)c2ccc[nH]2)cc1	i
46	O=C(COc1ccccc1)Nc1nc(-c2cccnc2)cs1	i
47	CN(C)CCNC(=O)c1cccc2[nH]c(-c3ccncc3)nc12	i
48	COc1ccc(N2C(=O)N3[C@@H]4c5ccccc5OC[C@@H]4[C@@H](c4ccccc4)[C@@]3(C)C2=O)cc1	i
49	CN(C(=O)COC(=O)c1ccc2c(c1)OCO2)C1CCCCC1	i
50	C=CCNc1nc(C(=O)OCC(=O)c2cccc(Br)c2)cs1	i
51	CCN1C(=NCCOC)N[C@@H](c2ccccc2)[C@H](C(=O)OC)[C@H]1C	i
52	COc1ccc(C(=O)N(C)Cc2ccccc2F)cc1S(=O)(=O)N1CCCC1	i
53	COc1ccccc1C=Cc1ccnc2ccccc12	i
54	CC1CCC2(CC1)NC(=O)N(CC(=O)NCCc1ccccc1)C2=O (centres undefined)	i
55	CCOC(=O)c1ccc(S(=O)(=O)NNC(=O)Cc2csc(C)n2)cc1	i
56	CSc1ccccc1C(=O)N1CCN(S(=O)(=O)c2sc(C(=O)O)c(C)c2C(=O)O)CC1	i
57	O=C(CC1CC2CCC1C2)N1CCN(S(=O)(=O)c2ccccc2C(F)(F)F)CC1 (centres undefined)	i
58	CCOc1cccc2cc(C(=O)OCC(=O)Nc3c(C)cccc3CC)c(=O)oc12	i
59	COc1ccccc1NC(=O)C(C)OC(=O)C1COc2ccccc2O1 (centres undefined)	i
60	CC1(C)C(=O)Nc2ccccc2N1C(=O)COC(=O)c1ccc([N+](=O)[O-])o1	i
61	COc1ccc(C)cc1NC(=O)/C=C/c1ccc(OC)c(S(=O)(=O)N2CCOCC2)c1	i
62	CN1C(=O)[C@H]2[C@@H](/C=C/c3ccccc3)N3C(=O)CN(Cc4ccc(-c5ccccc5)cc4)C(=O)[C@@]3(C)[C@H]2C1=O	i
63	CCC(CO)Oc1cc(NC(=O)c2ccc(N)cc2)c2ncn(C(C)C)c2c1 (centres undefined)	i
64	CCOC(=O)C1=C(N)n2c(s/c(=C\c3cccnc3)c2=O)=C(C#N)C1c1cccnc1 (centres undefined)	i
65	C#CCOCCOCCOCCNc1nc(N2CCN(C(=O)[C@H](CCCN=C(N)N)n3cc(C(N)[C@@H](C)CC)nn3)CC2)nc(N2CCN(C(=O)[C@H](CCC(=O)O)n3cc([C@@H](N)CCCCN)nn3)CC2)n1 (some centres undefined)	i
66	NC(=O)c1ccc(NC(=O)c2ccc(COc3ccccc3Br)cc2)cc1	i
67	C=CCNc1nc(C(=O)OCC(=O)N(Cc2ccccc2)C(C)C)cs1	i
68	O=C(/C=C/c1ccccc1Cl)NNC(=O)c1ccncc1	i
69	C/C(=N\NC(=O)c1cccc(S(=O)(=O)N2CCOCC2)c1)c1ccc(C)cc1	i
70	COc1ccc(N2C(=O)CCC(C(=O)NCCN3CCOCC3)C2c2ccc(OC)c(OC)c2)cc1 (centres undefined)	i

(cont.)
cpd	smiles	ANO1 activ
71	COC(=O)c1ccc(C)c(NC(=O)CCCN2C(=O)CN(C)C2=O)c1	i
72	COCCn1cnnc1SCC(=O)Nc1sc2c(c1C#N)CCC2	i
73	O=C1Cc2cc(S(=O)(=O)Nc3ccc(F)cc3Cl)ccc2N1	i
74	O=C(O)/C(=C\c1ccc(-c2ccc(F)cc2)o1)c1ccccc1	i
75	O=C1NC(=O)C(CSc2ccccc2)(c2ccccc2)N1 (centres undefined)	i
76	COc1ccccc1C=NNC(=O)NN=Cc1ccccc1OC	i
77	COc1ccccc1N1CCN(C(=O)C2CCN(S(=O)(=O)N3CCOCC3)CC2)CC1	i
78	NS(=O)(=O)c1ccc(NC(=O)COC(=O)c2ncc(Cl)c(Cl)c2Cl)cc1	-5*
79	CCCCn1c(N)c(N(CCOC)C(=O)c2ccc(N3C(=O)c4ccccc4C3=O)cc2)c(=O)[nH]c1=O	i
80	COc1cccc(NC(=O)CN2C(=O)NC(Cc3c[nH]c4ccccc34)C2=O)c1 (centres undefined)	i
81	Cc1csc(=O)n1CCC(=O)OCC(=O)NNC(=O)c1ccc(Cl)cc1	i
82	Oc1cc(-c2cccnc2)cc2cccnc12	i
83	Cc1cccc(NC(=O)[C@@H]2CCCN2S(=O)(=O)c2ccc(Cl)cc2)c1	i
84	c1csc(-c2nn3c(C4CCCCC4)nnc3s2)c1	i
85	COc1ccccc1C(=O)C(=O)c1ccccc1OC	i
86	O=C(CSc1nc2ccccc2c(=O)n1CCCO)NC1CC1	i
87	O=C(CN1C(=O)NC2(CCCCC2)C1=O)Nc1ccc(N2CCCCC2)cc1	i
88	Cc1ccc(C)c(N2N=C(C(=O)Nc3ccc(N4CCOCC4)cc3)CCC2=O)c1	i
89	Cc1occc1-c1nnc(SCC(=O)N(C)c2ccccc2)o1	i
90	CC1CCCN(C(=O)CN(c2ccccc2)S(=O)(=O)c2ccc(F)cc2)C1 (centres undefined)	i
91	C=CCC[C@@H](Cc1ccc(F)cc1)C(=O)OC[C@H](Cc1c[nH]c2ccccc12)NC(=O)[C@@H](CC=C)CC(=O)N[C@@H](CO)Cc1ccccc1	i
92	Cc1ccc(C(=O)COC(=O)COc2ccccc2[N+](=O)[O-])s1	i
93	C[C@]12C(=O)N(c3ccccc3)C(=O)N1[C@H]1c3ccccc3OC[C@@H]1[C@H]2c1ccccc1	i
94	CCOC(=O)c1ccc(N=Cc2cnc(N)nc2N)cc1	i
95	COc1ccc(NC(=O)N(C)C[C@H]2Oc3ccc(NS(=O)(=O)c4ccc(OC)cc4)cc3C(=O)N([C@H](C)CO)C[C@@H]2C)cc1	i
96	CCN(CC(=O)NC1CCS(=O)(=O)C1)c1ccc([N+](=O)[O-])cc1C#N (centres undefined)	i
97	O=S(=O)(c1ccc2c(c1)CCCC2)N1CCNCC1	i
98	CCn1c(CCC(N)=O)nnc1SCC(=O)c1cc(C)n(C2CC2)c1C	i
99	CC(Oc1ccccc1Cl)C(=O)Nc1ccc(S(=O)(=O)N2CCN(C)CC2)cc1 (centres undefined)	i
100	CCCn1c(/C=N/Nc2nc3ccccc3[nH]2)nc2ccccc21	i
101	COc1cccc(NC(=O)CN(C)C(=O)c2cn(-c3ccccc3)nc2-c2cccnc2)c1	i
102	CCOC(=O)/C=C/C(=O)Nc1cc(S(=O)(=O)Nc2ccc(OC)cc2)ccc1N1CCOCC1	i
103	CCCCOc1ccc(C(=O)OCC(=O)c2c(N)n(C)c(=O)n(C)c2=O)cc1	i
104	Cc1ccc(S(=O)(=O)N2CCN(C(=O)COC(=O)C3(C)CC3(Cl)Cl)CC2)c(C)c1 (centres undefined)	i
105	CCOc1ccc(/C(O)=C2\C(=O)C(=O)N(CCN(C)C)C2c2cc(OC)ccc2OC)cc1Cl (centres undefined)	i
106	O=C(Cc1ccccc1[N+](=O)[O-])NCC(=O)c1ccc2c(c1)OCO2	i
107	CCOC(=O)CCCCCC(=O)Nc1ccc2c(c1)CC(=O)N([C@H](C)CO)C[C@H](C)[C@H](CN(C)S(=O)(=O)c1ccc(OC)cc1)O2	i
108	CCOc1ccc(C(=O)Nc2ccc(N3CCN(C(=O)c4ccco4)CC3)cc2)cc1Br	i
109	Nc1ccc(C(=O)Nc2ccc3cc(S(=O)(=O)O)ccc3c2)cc1	i
110	O=C(OCc1nnc(-c2cccs2)o1)c1cccnc1Cl	i
111	CCC1CCCCN1C(=O)CSc1nnc(N)s1 (centres undefined)	i
112	COc1ccc(-c2cc(-c3ccccc3)nc(N)n2)c(O)c1	i
113	O=C(O)CCC(=O)OCCN(Cc1ccc(Oc2ccc([N+](=O)[O-])cc2)cc1)C(=O)C(Cl)Cl	i
114	COc1cc(OC)cc(-c2sc3ccc(OC)cc3c2C#CC(C)(C)O)c1	i
115	COc1ccc(CC(=O)OCC(=O)Nc2ccc(OC(F)F)cc2)cc1OC	i
116	C[C@H](NS(=O)(=O)c1ccc(Cl)cc1)C(=O)OCC(=O)NCCc1ccc(S(N)(=O)=O)cc1	i
117	Cc1ccc(NC(=O)C2SC(=Nc3ccccc3)C(C(=O)Nc3ccc(Cl)cc3)=C2N)cc1 (centres undefined)	i
118	CC(C)CC1Nc2ncnc(N3CCOCC3)c2N(Cc2ccccc2)C1=O (centres undefined)	i
119	COc1cccc(-c2sc3ccccc3c2-c2ccc(OCCN3CCCCC3)cc2)c1	i
120	COc1cc(C)ccc1OCC(=O)NCC1CCCO1 (centres undefined)	i

Molecules shown so far that contain a COOH group (4):
cpd	smiles	ANO1 activ
56	CSc1ccccc1C(=O)N1CCN(S(=O)(=O)c2sc(C(=O)O)c(C)c2C(=O)O)CC1	i
65	C#CCOCCOCCOCCNc1nc(N2CCN(C(=O)[C@H](CCCN=C(N)N)n3cc(C(N)[C@@H](C)CC)nn3)CC2)nc(N2CCN(C(=O)[C@H](CCC(=O)O)n3cc([C@@H](N)CCCCN)nn3)CC2)n1 (some centres undefined)	i
74	O=C(O)/C(=C\c1ccc(-c2ccc(F)cc2)o1)c1ccccc1	i
113	O=C(O)CCC(=O)OCCN(Cc1ccc(Oc2ccc([N+](=O)[O-])cc2)cc1)C(=O)C(Cl)Cl	i

Some of the compounds tested; count on the stated rates, not on these rows.
